From PubChem BioAssay
MCL1 BIM primary = inhibitors of MCL1 binding to BIM-BH3, primary screen, biochemical, fluorescence polarization; Induced myeloid leukemia cell differentiation protein Mcl-1 (Homo sapiens), Q07820; GST-MCL1 / FITC-Bim-BH3 fluorescence polarization; inhibition, % at 10.9 µM; 0.68% of 320,000 active;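 active means inhibition above the mean inhibition of all tested compounds plus 3 SD, set per campaign, cut at about 40% in these data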;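 further: 0% = DMSO wells and 100% = unlabeled Bim-BH3 peptide control; higher means more loss of mP so more displacement of Bim peptide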
Fam108B inh = mouse Fam108B serine hydrolase inhibitors, primary screen, counter-screen for RBBP9 inhibitor project, biochemical, fluorescence polarization; recombinant Fam108B, FP-Rh probe fluorescence polarization; inhibition, % at 9.51 µM; 0.33% of 300,000 active; AID 1947, 2009;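 active means inhibition above the screen mean inhibition plus 3 SD, computed separately per campaign, cut at about 18% in these data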;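 further: inhibitors lower polarization as less probe binds the enzyme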
Efflux pump inh = inhibitors of Candida efflux pumps in yeast, primary screen, S. cerevisiae, Nile Red, multiplex. inhibition, % at 10 µM. AID 485275, 2010. S. cerevisiae Candida pump triplex. 0.44% of 330,000 active;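 active means plate passing quality check with inhibition over a set limit, or well fluorescence over plate mean plus 4 SD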;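 further: Nile Red retained in pooled yeast measured as flow cytometry median fluorescence; 0% = buffer negative control and 100% = Enniatin B positive control; higher means more Nile Red kept so more efflux inhibition; some compounds called inactive have numbers as strong as hits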
ZTA counter = counter-screen for EBNA-1 inhibitors: inhibitors of Epstein-Barr virus ZTA; P03206; ZTA-DNA binding, fluorescence polarization; inhibition, % at 11 µM; 0.15% of 320,000 active; AID 2234; in the data active means inhibition above about 33%
Target sequence (P03206 whole entry, looked up): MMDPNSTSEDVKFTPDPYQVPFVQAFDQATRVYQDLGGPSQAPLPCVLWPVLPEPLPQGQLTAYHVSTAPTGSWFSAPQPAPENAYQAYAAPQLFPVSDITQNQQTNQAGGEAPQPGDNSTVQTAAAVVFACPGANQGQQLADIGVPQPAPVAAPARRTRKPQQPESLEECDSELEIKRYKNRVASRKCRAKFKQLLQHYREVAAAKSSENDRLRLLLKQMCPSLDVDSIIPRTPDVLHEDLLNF
BCLXL inh = inhibitors of human Bcl-xL, primary screen, biochemical, fluorescence polarization, HTS | Bcl-2-like protein 1 (Homo sapiens), Q07817 | GST-Bcl-xL / FITC-Bim BH3 peptide fluorescence polarization | inhibition, % at 10.9 µM | 0.7% of 320,000 active | AID 2129, 2009;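 active means inhibition above the mean of all tested compounds plus 3 SD, cutoff set per campaign, cut at about 30% in these data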;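 further: 0% = DMSO wells and 100% = unlabeled Bim-BH3 peptide competitor; inhibitors lower millipolarization by displacing the labeled peptide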
Target sequence (Q07817 whole entry, looked up): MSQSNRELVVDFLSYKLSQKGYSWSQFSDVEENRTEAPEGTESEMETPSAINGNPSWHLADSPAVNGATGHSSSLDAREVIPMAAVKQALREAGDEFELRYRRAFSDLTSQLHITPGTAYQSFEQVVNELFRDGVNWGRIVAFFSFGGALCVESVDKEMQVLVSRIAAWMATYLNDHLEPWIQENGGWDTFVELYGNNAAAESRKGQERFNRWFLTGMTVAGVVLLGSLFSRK
Yeast superoxide = reduction of superoxide in aged yeast, primary screen, HTS; S. cerevisiae aged cells, superoxide DHE fluorescence; stronger effect = lower value; superoxide response (% of plate mean), % at 10 µM; 0.18% of 330,000 active;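 active means superoxide response under a set limit, about three screen SD below normal, cut at about 65% in these data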;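 further: yeast aged for seven days with compound at 30 °C before DHE staining; 100% = average MFI of all compound-treated wells on the plate with controls excluded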
GLD-1 TGE inh = GLD-1/TGE RNA complex disruptors, primary screen, biochemical, fluorescence polarization; Female germline-specific tumor suppressor gld-1 (Caenorhabditis elegans), Q17339; inhibition, % at 5.96 µM; purified GLD-1 + fluorescein TGE RNA; 0.44% of 320,000 active; AID 2280, 2010;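 active means percent inhibition above a per-plate cutoff, the plate mean of test compounds plus 3 SD, cut at about 30% in these data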;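 further: 0% = DMSO wells with GLD-1 and probe and 100% = wells lacking GLD-1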
Target sequence (Q17339 whole entry, looked up): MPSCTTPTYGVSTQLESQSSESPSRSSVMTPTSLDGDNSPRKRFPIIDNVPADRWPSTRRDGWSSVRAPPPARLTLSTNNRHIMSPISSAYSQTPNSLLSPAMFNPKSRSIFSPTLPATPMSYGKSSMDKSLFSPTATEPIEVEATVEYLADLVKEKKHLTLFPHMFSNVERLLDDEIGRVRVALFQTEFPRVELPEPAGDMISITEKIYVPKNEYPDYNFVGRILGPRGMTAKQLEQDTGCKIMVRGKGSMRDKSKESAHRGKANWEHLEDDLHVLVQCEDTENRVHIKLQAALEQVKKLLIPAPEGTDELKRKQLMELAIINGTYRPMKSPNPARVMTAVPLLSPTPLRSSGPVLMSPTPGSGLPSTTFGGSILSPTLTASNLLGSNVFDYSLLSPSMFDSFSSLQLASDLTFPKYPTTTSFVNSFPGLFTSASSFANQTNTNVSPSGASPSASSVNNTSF
EBNA-1 inhibitor = EBNA-1 DNA-binding inhibitors, primary screen, biochemical, fluorescence polarization. inhibition, % at 14.8 µM. 0.34% of 300,000 active. AID 1950, 2009; in the data active means inhibition above about 28%
MEX-5 binding = MEX-5 zinc finger RNA-binding disruptors – biochemical, C. elegans, fluorescence polarization, MLPCN library, primary screen; Zinc finger protein mex-5 (Caenorhabditis elegans), Q9XUB2; MEX-5/FITC-TCR2 RNA binding; stronger effect = lower value; activity score (negative = inhibition of binding), % at 10 µM; 0.38% of 300,000 active;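 active means inhibition past about -25% in most replicates, and total fluorescence under double the plate's negative control median, limit read from the data; inconclusive means replicates evenly split on the limit, or fluorescence at least double controls; inactive means too little inhibition in most replicates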;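 further: 0% = DMSO and -100% = 5 µM competing unlabeled TCR2 RNA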
An asterisk follows results filed as active; i = inactive; ? = inconclusive; nt = no result given.

SMILES	MCL1 BIM primary	Fam108B inh	Efflux pump inh	ZTA counter	BCLXL inh	Yeast superoxide	GLD-1 TGE inh	EBNA-1 inhibitor	MEX-5 binding
CCCC(=O)N(CCc1ccccc1)Cc1nc2ccccc2c(=O)[nH]1	-2	1	0.3	17	3	82	5	-9	1.3
O=C(COC(=O)c1ccccc1C(=O)N1CCN(c2ccccc2)CC1)Nc1ccccc1	19	-2	-0.1	-15	19	93	30	2	-0.9
Cc1cc(C(=O)COc2ccccc2C(N)=O)c(C)n1CC1CCCO1 (stereo not drawn)	-2	0	0.0	2	0	95	2	3	2.2
O=C(NCCOc1ccccc1)C1CCCCC1	-3	2	0.1	-15	1	110	6	0	1.7
CCCOc1ccc(-c2nc(N)n[nH]2)cc1	6	-1	0.2	-6	-8	81	3	2	0.7
CC(=O)Nc1cc2nc(C)n(Cc3ccccc3)c2nc1C	1	1	-0.1	5	3	99	-3	-5	-1.0
Cc1ccc(Sc2ccc(C(=O)N3CCOCC3)cc2[N+](=O)[O-])cc1	9	-4	0.1	-6	5	101	5	3	1.3
CCN1CCN(c2cc(C)c3cc(NC(=S)N4CCN(c5ccc(F)cc5)CC4)ccc3n2)CC1	4	-6	0.0	5	0	89	-2	-1	2.8
CCOC(=O)c1c(CN2CCN(C)CC2)oc2ccc(OC)cc12	-2	0	0.0	-7	0	i	8	6	-2.6
CCOCCn1c(N2CCN(c3ccccc3)CC2)nc2c1c(=O)[nH]c(=O)n2C	3	0	-0.1	15	2	99	-4	1	0.9
COc1ccc(CCNc2ncnc3c2c(C)c(C)n3CCO)cc1OC	11	7	-0.2	7	9	94	5	7	2.6
COc1ccc(Nc2nc(NCCO)nc(N3CCCC3)n2)cc1	6	1	-0.1	5	2	106	1	9	0.7
Cc1ccc(NC(=O)COC(=O)CCOc2ccccc2C)cc1	-2	2	0.1	4	2	106	5	-8	0.2
O=C(COC(=O)/C=C/c1ccc(F)cc1)Nc1cccc(S(=O)(=O)N2CCCC2)c1	-6	-9	0.1	-5	-3	101	4	-7	-0.4
COc1ccc2cc(CCNS(=O)(=O)c3ccc(NC(C)=O)cc3)c(=O)[nH]c2c1	2	-4	0.0	6	0	95	-1	14	0.7
Cn1c(=O)[nH]c(=O)c2c1nc([N+](=O)[O-])n2Cc1ccccc1	-2	1	-0.1	-14	0	108	3	-10	1.3
Cc1nnc(SCC(=O)NCCN2C(=O)CSC2=O)n1-c1ccccc1	-1	-5	0.1	-3	4	105	1	-9	-1.8
Cc1ccc(CNS(=O)(=O)c2ccc3c(c2)NC(=O)CS3)cc1	2	-2	0.0	-4	6	95	3	1	-0.6
CCC(NC(=O)c1ccc([N+](=O)[O-])cc1[N+](=O)[O-])c1ccccc1 (stereo not drawn)	0	-2	0.0	12	5	115	-3	0	0.4
O=c1nc(/C=C/c2cc([N+](=O)[O-])ccc2Cl)cc(C(F)(F)F)[nH]1	8	8	0.0	23	8	107	-1	11	-1.9
CCCCN(CC)CCNC(=O)CNC(=O)Cn1ccc2ccccc2c1=O	6	-2	-0.2	-8	4	101	1	0	-1.8
Cc1cccc(C(=O)O/N=C2/CC3CCC2(C)C3(C)C)c1 (stereo not drawn)	0	3	0.7	-31	0	162	4	-9	2.9
CCCc1ccc(-c2cc(C(=O)NN3CCOCC3)c3ccccc3n2)cc1	3	-2	-0.1	15	-3	89	-5	-3	-1.3
COc1ccc(NC(=O)CN(C)C(=O)CCCc2nc3ccccc3s2)cc1	2	-1	0.0	-2	2	100	2	-7	1.4
CCOC(=O)Cc1csc(NC(=O)c2ccc(S(=O)(=O)N3CCCCC3)cc2)n1	-3	-1	0.0	5	3	98	4	0	-2.7

11 compounds out of the list, ordered by molar mass, ascending.
SMILES	MCL1 BIM primary	Fam108B inh	Efflux pump inh	ZTA counter	BCLXL inh	Yeast superoxide	GLD-1 TGE inh	EBNA-1 inhibitor	MEX-5 binding
CCCOc1ccc(-c2nc(N)n[nH]2)cc1	6	-1	0.2	-6	-8	81	3	2	0.7
O=C(NCCOc1ccccc1)C1CCCCC1	-3	2	0.1	-15	1	110	6	0	1.7
CC(=O)Nc1cc2nc(C)n(Cc3ccccc3)c2nc1C	1	1	-0.1	5	3	99	-3	-5	-1.0
Cn1c(=O)[nH]c(=O)c2c1nc([N+](=O)[O-])n2Cc1ccccc1	-2	1	-0.1	-14	0	108	3	-10	1.3
Cc1ccc(NC(=O)COC(=O)CCOc2ccccc2C)cc1	-2	2	0.1	4	2	106	5	-8	0.2
COc1ccc(Nc2nc(NCCO)nc(N3CCCC3)n2)cc1	6	1	-0.1	5	2	106	1	9	0.7
CCCc1ccc(-c2cc(C(=O)NN3CCOCC3)c3ccccc3n2)cc1	3	-2	-0.1	15	-3	89	-5	-3	-1.3
CCCCN(CC)CCNC(=O)CNC(=O)Cn1ccc2ccccc2c1=O	6	-2	-0.2	-8	4	101	1	0	-1.8
Cc1nnc(SCC(=O)NCCN2C(=O)CSC2=O)n1-c1ccccc1	-1	-5	0.1	-3	4	105	1	-9	-1.8
CCOCCn1c(N2CCN(c3ccccc3)CC2)nc2c1c(=O)[nH]c(=O)n2C	3	0	-0.1	15	2	99	-4	1	0.9
CCOC(=O)Cc1csc(NC(=O)c2ccc(S(=O)(=O)N3CCCCC3)cc2)n1	-3	-1	0.0	5	3	98	4	0	-2.7

Next part:
SMILES	MCL1 BIM primary	Fam108B inh	Efflux pump inh	ZTA counter	BCLXL inh	Yeast superoxide	GLD-1 TGE inh	EBNA-1 inhibitor	MEX-5 binding
COc1ccc(CCNC(=O)CCn2c(=O)c3ccccc3n(CC(=O)NCC3CCCO3)c2=O)cc1OC (stereo not drawn)	-2	1	0.1	-3	2	93	8	-8	3.2
Cc1ccc(S(=O)(=O)c2cc3ccccc3oc2=Nc2ccc3c(c2)OCCO3)cc1	7	6	0.0	0	2	89	7	-7	0.0
CCOC(=O)Cc1c(C)[nH]n(-c2ccccc2)c1=O	1	1	0.0	5	2	105	-4	7	-2.9
CCOC(=O)COc1nc(OC)nc(N2CCOCC2)n1	10	-3	-0.1	-2	2	97	3	-6	-1.5
CCC(=O)N1CCc2cc(S(=O)(=O)CCC(=O)Nc3ccc(OC)c(OC)c3)ccc21	8	-1	0.0	-9	7	92	3	9	-0.5
Cc1cccn2c(=O)c3cc(C(=O)NCCN4CCOCC4)c(=N)n(Cc4cccnc4)c3nc12	47*	2	-0.1	3	49*	89	0	9	-42*
O=C(NCCS(=O)(=O)N1CCN(c2ccccc2F)CC1)c1cc(=O)c2ccccc2o1	-1	0	-0.1	10	-3	114	-6	10	-0.8
O=c1c2ccccc2oc2nc(-c3ccco3)n(Cc3ccccc3)c(=O)c12	-2	-4	0.0	26	3	109	7	10	-3.8
COc1cc(C(C)=O)ccc1OCC(O)CN1CCN(c2ccc(C)cc2C)CC1 (stereo not drawn)	6	4	-0.1	-9	7	109	6	-10	0.0
Clc1ccc(/C=N/Nc2nnc(Cl)c3ccccc23)cc1	-1	2	0.1	-10	1	95	6	9	-2.5
COc1ccc(C2C=C(C)Nc3nc(SC)nn32)cc1 (stereo not drawn)	8	4	-0.1	-4	2	108	5	-6	0.4
COc1ccc(CN2CCC(CO)(CCOc3ccccc3)CC2)c(OC)c1C	5	1	0.1	-8	7	90	6	0	4.0
O=C(COC(=O)c1cccnc1Nc1cccc(C(F)(F)F)c1)NC1CCS(=O)(=O)C1 (stereo not drawn)	-1	6	-0.7	16	-4	110	7	-8	-2.7
O=C(CC1CCCC1)Nc1nnc(C2CC2)s1	-5	-4	-0.1	12	4	101	7	-11	-0.2
O=C(CSc1nnc(-c2ccncc2)n1CC1CCCO1)NCc1ccccc1 (stereo not drawn)	6	3	-0.2	-5	7	99	5	-3	-0.3
CN(C[C@H](Cc1ccccc1)N(C[C@H](Cc1cccc2ccccc12)N(CCc1ccccc1)N=O)N=O)N=O	2	-5	0.0	3	2	102	-5	0	-0.6
Cc1ccc(S(=O)(=O)n2[nH]c(=O)cc2N)cc1	-2	-1	-0.1	5	7	94	-6	0	0.5
O=C(NCC1COc2ccccc2O1)C1CCC(CNc2c(N3CCCCC3)c(=O)c2=O)CC1 (stereo not drawn)	6	5	0.1	1	3	90	1	5	nt
CN1CCC(=NNC(=O)CSCc2ccccc2)CC1	4	4	0.0	-2	-1	103	4	-2	-2.1
COc1ccc(/C=C2/SC(=S)N(CC(=O)O)C2=O)cc1OCc1ccc(Cl)cc1	8	-8	-0.2	13	4	106	-6	10	?
CN(C)C1(CNC(=O)CC(NC(=O)c2ccccc2Cl)c2ccccc2)CCCCC1 (stereo not drawn)	7	0	-0.2	-6	3	112	7	-5	4.8
CC1CCN(C(=O)Cn2nnc(-c3cccs3)n2)CC1	2	7	0.0	-5	-1	90	-1	-8	2.6
COc1cc(/C=C(\NC(=O)c2ccccc2)C(=O)NCC(=O)O)c([N+](=O)[O-])cc1OC	9	-2	0.0	-10	2	106	6	2	0.8
O=C(NCCN1CCCC(O)C1)c1cc(COc2ccc(F)cc2Cl)on1 (stereo not drawn)	5	1	0.2	2	5	92	5	6	0.3
O=C(c1cccc(S(=O)(=O)N2CCOCC2)c1)N1CCCC1	-1	-5	-0.1	-4	3	99	8	-6	-0.4
Next section.
SMILES	MCL1 BIM primary	Fam108B inh	Efflux pump inh	ZTA counter	BCLXL inh	Yeast superoxide	GLD-1 TGE inh	EBNA-1 inhibitor	MEX-5 binding
Cc1ccc(Cn2nc(C)c(NC(=O)c3cc(-c4ccco4)on3)c2C)cc1	-2	-3	1.5	0	-3	93	-3	2	1.0
COc1ccccc1C(=O)O/N=C(\N)c1ccccn1	0	5	0.0	-20	2	104	2	2	-0.8
Cc1ccccc1Oc1nc2c(C)cccn2c(=O)c1/C=C(\C#N)C(=O)NC1CCS(=O)(=O)C1 (stereo not drawn)	7	1	-0.1	-11	10	89	4	-1	1.7
CCOCCCNC(=O)C(c1ccc(C)cc1)N(Cc1ccc2c(c1)OCO2)C(=O)c1cnccn1 (stereo not drawn)	-1	2	0.1	0	0	100	4	2	0.1
CC(C)CN(C(=O)c1ccc2c(c1)OCO2)C1CCS(=O)(=O)C1 (stereo not drawn)	5	6	-0.1	-7	4	97	6	-4	-1.7
O=c1c(Cc2ccc(F)cc2)c(O)ccn1CCCn1ccnc1	6	-1	0.1	-7	3	82	9	-4	-1.3
